STK33 kinase inh: human STK33 kinase inhibition; purified STK33, MBP phosphorylation, ADP-Glo luminescence; inhibition, % at 10 µM; 320,000 tested, 0.073% active;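 active = inhibition at or above 25%, using the most active replicate where run in duplicate; inactive = inhibition below 25%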
Target sequence (Q9BYT3 whole entry, looked up): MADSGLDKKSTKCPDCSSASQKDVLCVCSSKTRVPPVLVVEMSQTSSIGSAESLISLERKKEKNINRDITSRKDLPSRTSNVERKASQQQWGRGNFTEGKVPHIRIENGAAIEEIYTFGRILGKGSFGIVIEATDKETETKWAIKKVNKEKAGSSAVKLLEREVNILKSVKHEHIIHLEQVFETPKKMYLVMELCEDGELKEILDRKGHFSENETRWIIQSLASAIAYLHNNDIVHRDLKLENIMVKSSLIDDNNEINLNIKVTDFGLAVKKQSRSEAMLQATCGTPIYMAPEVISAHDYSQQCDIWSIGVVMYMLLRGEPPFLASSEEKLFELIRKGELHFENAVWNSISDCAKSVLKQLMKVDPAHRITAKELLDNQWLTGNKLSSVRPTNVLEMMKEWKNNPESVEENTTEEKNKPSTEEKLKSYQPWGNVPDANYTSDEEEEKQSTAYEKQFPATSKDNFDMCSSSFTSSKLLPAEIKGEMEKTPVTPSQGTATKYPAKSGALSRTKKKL
OX1R antag: blocks the human orexin 1 receptor. AID 485270. 330,000 tested, 1.8% active. O43613. inhibition, % at 6.6 µM. OX1R-expressing cells, FRET antagonist read-out; in the data active = inhibition mostly above about 38%, no sharp cut-off; inactive = mostly below about 40%;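 also: 0% = agonist challenge alone and 100% = reference antagonist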
Target sequence (O43613 whole entry, looked up): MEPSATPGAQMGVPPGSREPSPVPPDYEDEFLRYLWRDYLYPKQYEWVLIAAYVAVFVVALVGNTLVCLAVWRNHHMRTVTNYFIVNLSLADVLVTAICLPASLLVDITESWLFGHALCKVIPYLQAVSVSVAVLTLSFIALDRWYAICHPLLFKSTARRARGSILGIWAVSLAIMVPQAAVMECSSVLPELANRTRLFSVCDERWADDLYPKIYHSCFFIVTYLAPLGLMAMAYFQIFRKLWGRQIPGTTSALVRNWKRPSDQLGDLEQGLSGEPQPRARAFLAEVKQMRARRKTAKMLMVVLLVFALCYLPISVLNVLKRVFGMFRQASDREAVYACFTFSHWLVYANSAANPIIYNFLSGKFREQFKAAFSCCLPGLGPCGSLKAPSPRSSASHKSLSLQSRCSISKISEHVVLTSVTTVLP
* hit, by the source's call; . = not tested or not shown.

STK33 kinase inh	OX1R antag	structure
-0.9	7	CC(C)=N/N=C(\c1cccc([N+](=O)[O-])c1)C12CN3CN(CN(C3)C1)C2
-0.3	20	CCOc1ccc(/C(CCC(=O)O)=N/NC(=S)NC(C)C)cc1
-0.3	8	O=C(Nc1ncn[nH]1)c1cc([N+](=O)[O-])ccc1Cl
-1.2	8	CCOC(=O)c1sc(NC(=O)CCN2CCN(CC)CC2)c(C(=O)OCC)c1C
-0.6	16	CCOc1ccc(C(=O)NCC(=O)OC2CCOC2=O)cc1OCC (stereo unspecified)
1.1	14	Cc1cc(/C=C(\C#N)C(=O)O)c(C)n1CC(C)C
-0.5	14	O=S(=O)(c1ccccc1)c1nc(-c2ccccc2)oc1N1CCCC1
-2.2	14	OC(COc1ccc2ccccc2c1)Cn1cncn1 (stereo unspecified)
-0.2	13	CCOC(=O)c1cc(NC(=O)Nc2ccccc2OC)c(C)nc1C
-1.0	17	Cc1ccc(NC(=O)C(=O)c2c(-c3ccccc3)cc3ccccn23)cc1S(=O)(=O)N1CCOCC1
-4.6	16	Cn1c(C(=O)NCC2CCCO2)cc2c(=O)[nH]c3ccccc3c21 (stereo unspecified)
0.3	37	O=C(Nc1cccc(S(=O)(=O)N2CCCC2)c1)c1ccccc1OC(F)F
0.5	1	COc1cccc(NC(=O)N2CCCC2C(=O)NC2CCCCC2)c1 (stereo unspecified)
0.4	13	CCOc1ccccc1OCCCCN1CCCC1
-1.7	13	Nc1c(-c2ccc(Cl)cc2)cnn1-c1cccc(C(F)(F)F)c1
-2.4	14	COc1ccccc1OCC(=O)NCC1CCCN(C(=O)c2ccccc2C(C)=O)C1 (stereo unspecified)
2.0	25	Cc1ccc(SCC(=O)OCC(=O)N2CCN(C(=O)c3ccco3)CC2)c(C)c1
-0.3	31	Cn1c(SCC(=O)N2CCOCC2)nnc1-c1ccccc1
-1.5	0	Cc1cc(C(=O)NCC2CCCO2)n(-c2ccccc2)n1 (stereo unspecified)
8.7	-20	CN(C)S(=O)(=O)c1ccc(NC(=O)CN2CCC(Cc3ccccc3)CC2)cc1
-1.5	3	C/C(=N/NC(=O)c1cccc(N2CCCC2=O)c1)c1ccc(Br)cc1
-1.1	32	Cc1cc(C)cc(N(CC(=O)NCCSc2ccccn2)S(=O)(=O)c2ccccc2)c1
-0.8	0	O=C(COC(=O)c1ccc(NS(=O)(=O)c2ccc3c(c2)OCCO3)cc1)NC1CCS(=O)(=O)C1 (stereo unspecified)
8.7	6	C#CCOC(=O)CCC(=O)NCCc1ccccc1
-0.3	15	CCC(C)NC(=O)Cn1cc(S(=O)(=O)N2CCCC2)c(S(=O)(=O)N2CCCC2)c1 (stereo unspecified)
-0.3	9	Cn1cc(CN2CC3C[C@@H]4CC2C[C@H](C3)C4)c(-c2ccc3c(c2)OCCO3)n1
-1.3	10	Cc1ccc(S(=O)(=O)N2CCN(C(=O)c3cccc(F)c3)CC2)cc1
-0.6	5	CCOCCn1c(CN(C)Cc2ccccc2)nc2c1c(=O)n(C)c(=O)n2C
-1.1	17	CC1CCCCC1NC(=O)CSc1nnc(N)s1 (stereo unspecified)
.	9	COCCn1c(SCC(=O)Nc2nnc(C)s2)nnc1-c1ccoc1C
-0.4	73*	COc1ccccc1-c1c(C(F)(F)F)oc2cc(OC(=O)c3ccc([N+](=O)[O-])cc3)ccc2c1=O
0.2	6	COc1cccc(CNc2ccc(C)c(Cl)c2)c1
0.2	8	O=C(NCC1CCCO1)c1c(O)c2ccccc2[nH]c1=O (stereo unspecified)
-1.8	18	COc1ccc(-c2noc(CCC(=O)NC3CCN(Cc4ccccc4)CC3)n2)cc1
-1.3	-1	O=C(COC(=O)c1cccc(O)c1)Nc1ccc(N2CCOCC2)cc1
-0.6	-2	COc1ccc(CN2C(=O)c3ccc(C(=O)O)cc3C2=O)cc1
0.7	22	CCOC(=O)N1CCC(NC(=O)c2cc(COc3c(C)cccc3C)on2)CC1
0.0	21	COCc1[nH]nc2c1C(c1ccc(F)cc1F)C(C#N)=C(N)O2 (stereo unspecified)
-1.3	9	CCCN1Cc2cccc(C(=O)N3CCN(c4ccc(OC)cc4)CC3)c2C1=O
0.5	8	CC1CCN(Cc2c(C#N)c3ccccc3n2C)CC1
-0.9	15	CCSc1nc2c(c(=O)n1CC)SC(C)C2 (stereo unspecified)
-0.8	26	CCCOC1CCCN(C(=O)c2ccc(OC3CCN(Cc4ccccn4)CC3)cc2)C1 (stereo unspecified)
-6.0	9	O=Cc1c(F)cccc1N1CCCC1
-2.1	3	O=S(=O)(c1ccc(F)cc1)N1CCN(c2ncccn2)CC1
-1.7	7	COc1ccc(CCNC(=O)CSc2nnnn2C)cc1OC
-0.9	13	CC(=O)Oc1ccc(/C=C(\NC(=O)c2ccco2)C(=O)NCc2ccccc2)cc1
2.1	2	CCN1C(=NCC2CC2)N[C@@H](c2ccccc2)C(C(=O)OC)=C1C
-0.7	13	O=C(O)c1oc2ccccc2c1CSCc1ccccc1
-0.6	18	Cc1ccc(NC(=S)NNc2ccc([N+](=O)[O-])cc2S(=O)(=O)Nc2ccccc2C(=O)O)cc1C
0.2	7	O=C(Cn1cnc2ccccc2c1=O)NCc1ccco1

Next section
STK33 kinase inh	OX1R antag	structure
-2.2	0	COc1cccc(NC(=O)c2cnc(SC)nc2)c1
.	18	CCCCC(NC(C)=O)c1nc2ccccc2n1CCC (stereo unspecified)
1.4	2	Cc1ccc(C)c(Cn2nnc3c(=O)[nH]c(C4CCCN(C(=O)C5CCCCC5)C4)nc32)c1 (stereo unspecified)
-1.0	16	COc1cc(NC(=O)c2c(F)c(F)c(OC)c(F)c2F)ccc1NC(=O)c1cccs1
-0.9	24	COc1ccc(S(=O)(=O)Nc2c3ccccc3nc(=O)n2-c2ccccc2)cc1
-1.4	0	Cn1c(NCC2CCCO2)nc2c1c(=O)n(Cc1ccccc1)c(=O)n2C (stereo unspecified)
-0.1	7	CCN(CC)CCCn1c2c(c(SCC(=O)Nc3ccc4c(c3)OCCO4)nc1=O)CCC2
-0.4	68*	c1ccc(NCc2nc3ccccc3n2CCOc2ccccc2)cc1
-2.6	13	Cc1ccc(C(=O)C2CCNCC2)cc1
-1.7	9	O=C(Nc1ccccc1N1CCOCC1)C1=COCCO1
0.3	5	COc1ccc(C(=O)COc2ccc(C)cc2NC(C)=O)cc1
-1.0	8	CCc1ccc(NC(=O)Cn2ncc3c4ccccc4n(C)c3c2=O)cc1
-0.1	20	COc1ccc(O)c(/C=N/NC(=S)NCCc2ccccc2)c1
-0.6	13	O=S(=O)(Cc1cc(Oc2ccccc2)nc(-c2ccccc2)n1)c1ccccc1
-1.5	6	Cn1c(=O)[nH]c(=O)c2c1nc(N1CCc3ccccc3C1)n2CCSc1nc2ccccc2s1
-2.9	6	CC(C)CC(OC(=O)c1ccco1)C(=O)NC1CCCCC1 (stereo unspecified)
-1.5	22	CCOC(=O)C1=C(c2ccccc2)NC(=S)NC1c1ccc(C)c([N+](=O)[O-])c1 (stereo unspecified)
1.3	25	Cc1ccc(C(=O)COC(=O)c2cnccn2)cc1[N+](=O)[O-]
1.0	5	CCC(C)NC(=O)Cn1c(=O)sc2ccccc21 (stereo unspecified)
-0.5	20	COCCNC(=O)c1onc(CSc2ccccc2C)c1C(=O)O
0.1	17	COc1ccc(S(=O)(=O)N2CCOC2CNC(=O)C(=O)NCc2ccc3c(c2)OCO3)cc1 (stereo unspecified)
-0.6	0	NS(=O)(=O)c1ccc(NC(=O)COC(=O)CN2C(=O)C3CC=CCC3C2=O)cc1 (stereo unspecified)
0.7	7	CCCSc1ccc([C@@H]2[C@@H]3C(=O)N(CC)C(=O)[C@@H]3[C@]3(C(=O)OC)CCCCN23)cc1OC
-1.6	22	Cc1c(NC(=O)Cc2noc3ccccc23)cccc1[N+](=O)[O-]
-0.1	18	CC1CCN(S(=O)(=O)c2cc(F)ccc2CN2C(=O)c3cccnc3C2=O)CC1
0.7	10	Cc1cc(=O)n2cc(-c3ccccc3)nc2[nH]1
-0.1	13	CCOc1ccccc1C(=S)NC1CCCCC1
0.0	26	N#Cc1c(-c2ccccc2)cc(-c2cccs2)nc1SCC(=O)O
0.2	27	CC(C)c1nc(NCC2CCCO2)c(C#N)c2c1COC(C)(C)C2 (stereo unspecified)
-2.0	5	CCCCn1c(N)c(N(CCOC)C(=O)c2cc(-c3ccc(OC)c(OC)c3)nc3ccccc23)c(=O)[nH]c1=O
-0.4	10	CC(C)(O)CCCC(C)(O)c1ccc(C(=O)O)cc1O (stereo unspecified)
-0.9	12	Cn1c2c(c(=O)n(C)c1=O)C(c1ccccc1Cl)C(C#N)=C(N)O2 (stereo unspecified)
.	16	COCCCNC(=O)C[C@H]1C[C@H](C(=O)N2CCOCC2)[C@@]2(CCC3CCCC3)c3[nH]c4cc(-c5ccco5)ccc4c3CCN2C1=O
0.2	22	O=C(NCCc1nc2ccccc2[nH]1)/C(=C/c1ccc2c(c1)OCO2)NC(=O)c1ccc(Cl)cc1Cl
-1.1	13	CN(C(=O)c1ccc(C#N)cc1)c1nnc(-c2cnccn2)s1
-1.3	13	CCCCN1CC(=O)N2[C@H]3c4cc(Cl)ccc4OC[C@@H]3[C@H](C(=O)OCC)[C@]2(C)C1=O
-2.1	1	Cn1c(Cl)cnc1C(O)(c1ccccc1)c1ccccc1
0.9	4	COc1cccc(-n2c(SCc3ccccn3)nc3c(c2=O)SCC3)c1
-0.4	7	COc1cccc(CNc2ccc([N+](=O)[O-])cc2Cl)c1O
0.4	50	Cc1ccc2nc(N/C(=N/S(=O)(=O)c3cccs3)c3ccccc3Cl)sc2c1
-1.5	6	O=c1[nH]c(COc2ccc(Cl)cc2Br)nc2ccccc12
-5.1	6	NS(=O)(=O)c1ccc(CNC(=O)CSc2ccccc2)cc1
1.9	10	COC(=O)c1cc(-c2cc(OC)ccc2OC)nc2c1c(=O)n(C)c(=O)n2Cc1ccccc1
0.5	197*	COc1ccc(-c2cnc3nc[nH]c(=O)c3n2)cc1
-0.8	-8	CC(C)(C)c1cc(OS(C)(=O)=O)ccc1O
0.0	3	CCC(C(=O)c1ccccc1)P(=O)(NN)c1ccccc1 (stereo unspecified)
1.8	8	COc1cc(C=NNC(=O)c2ccccc2-n2cccc2)ccc1O
1.5	12	CCN(CC)C(=O)CN(c1cc2c(cc1OC)oc1ccccc12)S(=O)(=O)c1ccc(C)cc1
.	18	COc1ccc(C)cc1NC(=O)CSc1nnc(COc2ccc(C)cc2)n1Cc1ccco1
-0.4	18	COc1ccc(C(=O)N2CCN(S(=O)(=O)N3CCOCC3)CC2)cc1OC

Further records
STK33 kinase inh	OX1R antag	structure
2.4	29	CCN(CC)CC(=O)NC1CCCc2c1cnn2-c1cc(F)cc(F)c1 (stereo unspecified)
0.5	15	CCCOc1cc(NCc2ccccc2)c2ncn(C(C)C)c2c1
-1.0	16	O=C(COC(=O)c1cccnc1Cl)c1ccc(F)cc1
-0.3	14	O=C(NCC(=O)N(CC1CCCO1)C1(C(=O)NC2CCCCC2)CCCCC1)c1ccccc1 (stereo unspecified)
-2.4	10	C/C(=N\NC(=O)c1ccccc1)c1ccc(-n2ccnc2)cc1
-1.8	16	O=C(NC1CCCC1)c1cc2ccccc2o1
-0.8	25	CCN(CC)c1ccc(/C=N/Nc2ccccc2)c(O)c1
0.3	-2	CC(=O)Nc1ccc(OCC(=O)N2CCc3ccccc3C2)cc1
-1.0	9	CCOc1ccccc1C(=O)NCC(=O)NCCc1ccc(S(N)(=O)=O)cc1
-0.8	38	Cc1cccc(N2CCN(C(=O)C3CCN(S(=O)(=O)c4cccc5nsnc45)CC3)CC2C)c1 (stereo unspecified)
0.9	5	C/C=C/c1cc(OC)c2c(c1)[C@H](C)[C@@H](c1ccc(O)c(OC)c1)O2

Some of the entries above, reformatted.
Structure	STK33 kinase inh	OX1R antag
CCC(C(=O)c1ccccc1)P(=O)(NN)c1ccccc1 (stereo unspecified)	0.0	3
COc1cc(C=NNC(=O)c2ccccc2-n2cccc2)ccc1O	1.8	8
CCN(CC)C(=O)CN(c1cc2c(cc1OC)oc1ccccc12)S(=O)(=O)c1ccc(C)cc1	1.5	12
COc1ccc(C)cc1NC(=O)CSc1nnc(COc2ccc(C)cc2)n1Cc1ccco1	.	18
COc1ccc(C(=O)N2CCN(S(=O)(=O)N3CCOCC3)CC2)cc1OC	-0.4	18
CCN(CC)CC(=O)NC1CCCc2c1cnn2-c1cc(F)cc(F)c1 (stereo unspecified)	2.4	29
CCCOc1cc(NCc2ccccc2)c2ncn(C(C)C)c2c1	0.5	15
O=C(COC(=O)c1cccnc1Cl)c1ccc(F)cc1	-1.0	16
O=C(NCC(=O)N(CC1CCCO1)C1(C(=O)NC2CCCCC2)CCCCC1)c1ccccc1 (stereo unspecified)	-0.3	14
C/C(=N\NC(=O)c1ccccc1)c1ccc(-n2ccnc2)cc1	-2.4	10
O=C(NC1CCCC1)c1cc2ccccc2o1	-1.8	16
CCN(CC)c1ccc(/C=N/Nc2ccccc2)c(O)c1	-0.8	25
CC(=O)Nc1ccc(OCC(=O)N2CCc3ccccc3C2)cc1	0.3	-2
CCOc1ccccc1C(=O)NCC(=O)NCCc1ccc(S(N)(=O)=O)cc1	-1.0	9

Rows are unselected. Share with any hit: about 1.8%.
